Screens: PubChem BioAssay, several laboratories
CDK5 inh = blocks human CDK5/p35 kinase activity. inhibition, % at 10 µM. Recombinant CDK5/p35, ADP-Glo luminescence, 60 min. 0.01% of 330,000 active. Q00535+Q15078;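 active = highest replicate inhibition of at least 50% and at least 75% of replicates reaching 50%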;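 note: plate controls were DMSO neutral control for no effect and GW8510 at 10 µM for full effect; many of its hits are not listed in these tables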
E coli growth = counter-screen for AddAB inhibitors: E. coli growth inhibition. 0.27% of 330,000 active. inhibition, % at 11.9 µM. E. coli V3065 growth, OD600 absorbance, 18 h. AID 449728;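 active = inhibition above the campaign's mean inhibition across all tested compounds plus 3 SD, cut at about 9.9% in these data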;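 note: uninfected addAB+ strain grown without phage in ampicillin broth; 0% = DMSO wells and 100% = ciprofloxacin 0.95 µg/ml wells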
HTR5A ag ctr = activates human HTR5A in OPRM1-OPRD1 agonist counter-screen; activation, % at 9.3 µM; HTR5A agonist assay, luminescence, cell-based; 0.61% of 340,000 active; in the data active = activation mostly above about 9.5%, no sharp cut-off; inactive = mostly below about 7.6%;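 note: 0% = cells with vehicle only and 100% = reference agonist; strong numbers were not always called active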
DAGLB inhibitor = diacylglycerol lipase beta (human) inhibition. Q8NCG7. HEK293T DAGLB membrane lysate, EnzChek fluorogenic substrate. inhibition, % at 5.17 µM. 0.059% of 340,000 active; in the data active = inhibition above about 34%;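 note: 0% = enzyme with vehicle and 100% = wells lacking enzyme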
Target sequence (Q8NCG7 whole entry, looked up): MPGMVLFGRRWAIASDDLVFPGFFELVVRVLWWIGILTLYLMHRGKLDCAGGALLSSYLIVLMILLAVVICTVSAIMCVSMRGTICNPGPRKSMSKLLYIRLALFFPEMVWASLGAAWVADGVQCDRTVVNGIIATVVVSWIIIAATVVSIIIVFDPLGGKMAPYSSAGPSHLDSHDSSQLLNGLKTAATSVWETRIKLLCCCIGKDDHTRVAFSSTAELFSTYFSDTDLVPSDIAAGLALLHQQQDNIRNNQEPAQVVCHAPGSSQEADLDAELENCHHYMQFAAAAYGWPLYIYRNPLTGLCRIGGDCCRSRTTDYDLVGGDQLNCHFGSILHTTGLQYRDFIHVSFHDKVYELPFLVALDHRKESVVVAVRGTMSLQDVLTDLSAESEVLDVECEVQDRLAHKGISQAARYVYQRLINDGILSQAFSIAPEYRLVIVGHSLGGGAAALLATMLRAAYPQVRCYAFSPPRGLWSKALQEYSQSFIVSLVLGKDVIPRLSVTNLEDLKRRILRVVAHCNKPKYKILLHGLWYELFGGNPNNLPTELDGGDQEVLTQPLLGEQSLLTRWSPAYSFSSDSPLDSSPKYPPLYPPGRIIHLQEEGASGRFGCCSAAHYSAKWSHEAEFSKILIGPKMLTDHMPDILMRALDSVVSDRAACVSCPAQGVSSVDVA
SUMO Mot1 rescue = SUMOylation pathway inhibition by Mot1-301 growth rescue. S. cerevisiae Mot1-301 growth rescue, ATP luminescence, 38.5C; percent above DMSO median, 100 means doubled. growth rescue, % at 18.8 µM. 1% of 320,000 active;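 active = every valid replicate shows activation above 250% relative to neutral control wells; inactive = the rest, any valid replicate at or below 250%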;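 note: OY570 slx delta 5 strain wells were the positive control but not used for scaling; some compounds called inactive have numbers as strong as hits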
HTR5A inv ag = counter-screen for OPRM1-OPRD1 inverse agonists: human HTR5A inverse agonism; P47898; HTR5A cell line, luminescence; AID 504634; inhibition, % at 9.3 µM; 0.083% of 340,000 active; in the data active = inhibition mostly above about 23%, no sharp cut-off; inactive = mostly below about 18%;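 note: 0% = cells with DMSO and 100% = no-cell wells with DMSO; some compounds called inactive have numbers as strong as hits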
phage Ecoli inh = E. coli growth loss with phage present | inhibition, % at 11.9 µM | growth absorbance | 0.26% of 360,000 active; in the data active = inhibition above about 11%
PKA-R2B activ = activators of human PKA-R2B complex; PKA-R2B holoenzyme dissociation, Cy5-IP20 fluorescence polarization; R2B truncated from residue 108, S112A mutant; 0% DMSO only, 100% 113 µM cGMP; 0.079% of 340,000 active; P22694+P31323; activation, % at 11.4 µM;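 active = activation above a cutoff set at the mean over all compounds plus 3 SD, cut at about 18% in these data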;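 note: higher means more holoenzyme dissociation and a rise in polarization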
Target sequence (P31323 whole entry, looked up, other chains not shown, the tested form may be a part): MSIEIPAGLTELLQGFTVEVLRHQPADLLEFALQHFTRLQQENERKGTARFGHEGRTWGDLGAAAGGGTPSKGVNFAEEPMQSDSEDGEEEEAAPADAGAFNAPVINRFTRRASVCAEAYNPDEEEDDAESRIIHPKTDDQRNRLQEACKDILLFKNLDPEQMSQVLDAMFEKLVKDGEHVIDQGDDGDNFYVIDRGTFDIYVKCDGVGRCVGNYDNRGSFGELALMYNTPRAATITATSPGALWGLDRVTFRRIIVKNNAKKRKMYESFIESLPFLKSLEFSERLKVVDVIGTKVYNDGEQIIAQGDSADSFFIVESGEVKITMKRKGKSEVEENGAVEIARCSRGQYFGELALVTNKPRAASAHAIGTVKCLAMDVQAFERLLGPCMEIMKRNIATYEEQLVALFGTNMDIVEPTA
Tat transport = inhibitors of E. coli Tat protein transport; 0.036% of 340,000 active; inhibition, % at 10 µM; E. coli MC4100 TorA-mCherry Tat export, fluorescence; AID 488895;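 active = mean replicate inhibition at least 50% and at least half of replicates individually reaching 50%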;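 note: exported cargo escapes ClpAP degradation while cytoplasmic cargo is degraded and loses fluorescence; 0% = median of neutral control wells and 100% = median of NaSCN control wells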
PKA-R1A activ = activates the PKA-R1A holoenzyme complex; PKA-R1A dissociation, Cy5-IP20 fluorescence polarization; scaled: DMSO 0%, 113 µM cGMP 100%; 0.083% of 340,000 active; activation, % at 11.4 µM; P00514+P68181;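 active = percent activation above the mean of all tested compounds plus 3 SD, cut at about 19% in these data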;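 note: higher means more PKAc released from R1A so a rise in polarization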
AddAB inh = less growth of phage-infected E. coli with AddAB. 0.29% of 330,000 active. E. coli expressing H. pylori AddAB, absorbance growth. inhibition, % at 11.9 µM; in the data active = inhibition above about 12%;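 note: 0% = vehicle wells of infected cells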
* hit, by the source's call.

`O=C(O)c1c2c(nc3ccc(S(=O)(=O)N4CCC(C(=O)NC5CCCCCC5)CC4)cc13)CCCC2` gave CDK5 inh -2.8, E coli growth -0.2, HTR5A ag ctr -7, DAGLB inhibitor 0, SUMO Mot1 rescue -10, HTR5A inv ag 18, phage Ecoli inh 1.3, PKA-R2B activ 6, Tat transport -3, PKA-R1A activ -7 and AddAB inh 2.4.
`FC(F)(F)c1cc(Nc2ccccc2)nc(-c2ccccn2)n1` gave CDK5 inh 0.4, E coli growth -2.3, HTR5A ag ctr -3, DAGLB inhibitor -3, SUMO Mot1 rescue -15, HTR5A inv ag 9, phage Ecoli inh 0.7, PKA-R2B activ 8, Tat transport -8, PKA-R1A activ -1 and AddAB inh -5.3.
For Cc1nc(NC(C)c2ccccc2)c2c3c(sc2n1)CCC3 (stereo not drawn) the results were CDK5 inh -0.8, E coli growth -0.9, HTR5A ag ctr 3, DAGLB inhibitor -7, HTR5A inv ag -7, PKA-R2B activ 11, Tat transport -6, PKA-R1A activ -1 and AddAB inh -0.3.
`Cc1ccc(OCCCn2c(CO)nc3ccccc32)cc1` gave CDK5 inh -0.4, E coli growth -2.9, HTR5A ag ctr 5, DAGLB inhibitor -3, SUMO Mot1 rescue 6, HTR5A inv ag -12, phage Ecoli inh 4.5, PKA-R2B activ -9, Tat transport 1, PKA-R1A activ -12 and AddAB inh 2.7.
`COc1cc(C(CCN2CCN(c3ccccc3)CC2)c2c(OC)cc(OC)c3c(C)cc(=O)oc23)cc(OC)c1OC` (stereo not drawn) gave CDK5 inh -1.1, E coli growth -1.5, HTR5A ag ctr -1, DAGLB inhibitor -3, SUMO Mot1 rescue -11, HTR5A inv ag 8, phage Ecoli inh 4.1, PKA-R2B activ -5, Tat transport 4, PKA-R1A activ -11 and AddAB inh -0.5.
For CCOc1ccc(S(=O)(=O)N2CCN(C(=O)c3ccco3)CC2)cc1 the results were CDK5 inh 0.6, E coli growth 1.4, HTR5A ag ctr 2, DAGLB inhibitor -3, SUMO Mot1 rescue -6, HTR5A inv ag -8, phage Ecoli inh 0.2, PKA-R2B activ 1, Tat transport 2, PKA-R1A activ 3 and AddAB inh 3.2.
Screening O=C(/C=C/c1ccc(Cl)c(Cl)c1)N1CCOCC1 returned CDK5 inh -1.2, E coli growth 1.3, HTR5A ag ctr 2, DAGLB inhibitor -1, SUMO Mot1 rescue 18, HTR5A inv ag -7, phage Ecoli inh 0.2, PKA-R2B activ 14, Tat transport -3, PKA-R1A activ 5 and AddAB inh -0.2.
For Cc1cc(C)c(S(=O)(=O)N2CCN(C(=O)c3ccc(-n4cncn4)c([N+](=O)[O-])c3)CC2)c(C)c1 the results were CDK5 inh -0.7, E coli growth 0.8, HTR5A ag ctr 3, DAGLB inhibitor -1, SUMO Mot1 rescue -9, HTR5A inv ag -7, phage Ecoli inh -0.8, PKA-R2B activ -1, Tat transport 3, PKA-R1A activ 1 and AddAB inh -0.7.
For Cc1cccc(OCC(O)Cn2c(N3CCCCC3)nc3c2c(=O)n(C)c(=O)n3C)c1 (stereo not drawn) the results were CDK5 inh -0.5, E coli growth -2.2, HTR5A ag ctr 9, DAGLB inhibitor -7, SUMO Mot1 rescue 9, HTR5A inv ag -31, phage Ecoli inh -0.4, PKA-R2B activ 2, Tat transport 3, PKA-R1A activ -3 and AddAB inh -2.7.
Screening Cc1ccccc1NC(=O)c1cn2c(nc3ccccc32)c(C#N)c1C returned CDK5 inh -6.2, E coli growth -0.7, HTR5A ag ctr -3, DAGLB inhibitor -1, SUMO Mot1 rescue 14, HTR5A inv ag 9, phage Ecoli inh -2.0, PKA-R2B activ -9, Tat transport -6, PKA-R1A activ -4 and AddAB inh -0.9.
Screening O=C(NCCc1ccccc1)C1(c2ccccc2)CC1(Cl)Cl (stereo not drawn) returned CDK5 inh -0.7, E coli growth 0.3, HTR5A ag ctr 3, DAGLB inhibitor -4, SUMO Mot1 rescue 5, HTR5A inv ag -13, phage Ecoli inh 1.0, PKA-R2B activ -10, Tat transport -1, PKA-R1A activ 3 and AddAB inh 1.8.
`CC(C)C(=O)N(Cc1ccc2c(c1)OCO2)Cc1ccccn1` gave CDK5 inh -0.4, E coli growth 0.2, HTR5A ag ctr 1, DAGLB inhibitor 0, SUMO Mot1 rescue -8, HTR5A inv ag -22, phage Ecoli inh 4.4, PKA-R2B activ -10, Tat transport -8, PKA-R1A activ -2 and AddAB inh 0.9.
For CCCCC(CC)CNC(=O)c1cccs1 (stereo not drawn) the results were CDK5 inh -0.5, E coli growth -0.4, HTR5A ag ctr -2, DAGLB inhibitor -3, SUMO Mot1 rescue -7, HTR5A inv ag -18, phage Ecoli inh 0.7, PKA-R2B activ -7, Tat transport -3, PKA-R1A activ -7 and AddAB inh 0.5.
Screening CCN=C1S/C(=C\c2ccc(O)c(OCC)c2)C(=O)N1CC returned CDK5 inh -0.7, E coli growth 3.0, HTR5A ag ctr 4, DAGLB inhibitor -5, SUMO Mot1 rescue 10, HTR5A inv ag -27, phage Ecoli inh 2.6, PKA-R2B activ -10, Tat transport -1, PKA-R1A activ -7 and AddAB inh 2.7.
Screening Cn1c(CNC(=O)c2ccccc2F)nnc1SCC(=O)Nc1nnc(C2CC2)s1 returned CDK5 inh 1.7, E coli growth -1.5, HTR5A ag ctr 4, DAGLB inhibitor 0, SUMO Mot1 rescue 288, HTR5A inv ag 7, phage Ecoli inh 2.9, PKA-R2B activ -13, Tat transport -3, PKA-R1A activ -5 and AddAB inh 2.0.
`COc1ccc(CNn2c(-c3ccccc3F)nc3ccccc3c2=O)cc1OC` gave CDK5 inh -0.7, E coli growth -2.4, HTR5A ag ctr -3, DAGLB inhibitor -2, SUMO Mot1 rescue 352, HTR5A inv ag 7, phage Ecoli inh 4.3, PKA-R2B activ 8, Tat transport -3, PKA-R1A activ 4 and AddAB inh 0.6.
`O=C1CC(N2CCN(c3ccccc3)CC2)C(=O)N1CCc1ccccc1` (stereo not drawn) gave CDK5 inh -0.3, E coli growth -0.2, HTR5A ag ctr 6, DAGLB inhibitor 0, SUMO Mot1 rescue 4, HTR5A inv ag -8, phage Ecoli inh 6.2, PKA-R2B activ 0, Tat transport -2, PKA-R1A activ -7 and AddAB inh 1.2.
COc1cccc(C(=O)Nc2cccc(-c3ccccc3)c2)c1 was read as CDK5 inh -0.5, E coli growth -1.2, HTR5A ag ctr -4, DAGLB inhibitor -8, SUMO Mot1 rescue 12, HTR5A inv ag 18, phage Ecoli inh 1.7, PKA-R2B activ -13, Tat transport 4, PKA-R1A activ -4 and AddAB inh 0.7.
CC1CCCCC12NC(=O)N(CC(=O)NCCc1ccc(S(N)(=O)=O)cc1)C2=O (stereo not drawn) was read as CDK5 inh -1.0, E coli growth -2.8, HTR5A ag ctr -4, DAGLB inhibitor -1, SUMO Mot1 rescue 3, HTR5A inv ag -1, phage Ecoli inh 1.5, PKA-R2B activ 9, Tat transport -1, PKA-R1A activ -6 and AddAB inh -0.2.
Screening Cc1ccc(NC(=O)COC(=O)CNC(=O)C2CCCCC2)cc1S(=O)(=O)N(C)C returned CDK5 inh -0.4, E coli growth -1.7, HTR5A ag ctr 0, DAGLB inhibitor -2, SUMO Mot1 rescue 2, HTR5A inv ag 0, phage Ecoli inh 1.9, PKA-R2B activ 6, Tat transport 0, PKA-R1A activ 1 and AddAB inh 0.7.
Screening CNC(=S)SCCOc1ccccc1 returned CDK5 inh 0.6, E coli growth -1.0, HTR5A ag ctr 0, DAGLB inhibitor -7, SUMO Mot1 rescue 43, HTR5A inv ag -13, phage Ecoli inh -1.5, PKA-R2B activ 6, Tat transport -14, PKA-R1A activ -1 and AddAB inh -3.8.
`Cn1nnnc1SCC(=O)NCc1ccccc1` gave CDK5 inh -0.6, E coli growth -1.8, HTR5A ag ctr 5, DAGLB inhibitor -2, SUMO Mot1 rescue 57, HTR5A inv ag 6, phage Ecoli inh -0.6, PKA-R2B activ -6, Tat transport -2, PKA-R1A activ -11 and AddAB inh -0.5.
For CC1CCN(C(=O)/C(=C\c2ccccc2)NC(=O)c2ccccc2)CC1 the results were CDK5 inh -3.0, E coli growth -1.3, HTR5A ag ctr 5, DAGLB inhibitor -4, SUMO Mot1 rescue -33, HTR5A inv ag -9, phage Ecoli inh 5.5, PKA-R2B activ 9, Tat transport -3, PKA-R1A activ -2 and AddAB inh 1.7.
For COc1ccc(C(=S)N2CCOCC2)cc1OC(=O)c1ccccc1 the results were CDK5 inh -1.2, E coli growth -0.9, HTR5A ag ctr 6, DAGLB inhibitor -4, SUMO Mot1 rescue -11, HTR5A inv ag 0, phage Ecoli inh 0.6, PKA-R2B activ 0, Tat transport 3, PKA-R1A activ 6 and AddAB inh 2.0.
Screening O=C(NCc1ccccc1)c1cccnc1 returned CDK5 inh 0.1, E coli growth 1.2, HTR5A ag ctr 5, DAGLB inhibitor 2, SUMO Mot1 rescue -30, HTR5A inv ag 26, phage Ecoli inh 0.4, PKA-R2B activ 8, Tat transport 17, PKA-R1A activ 4 and AddAB inh 3.0.
`O=C(CCS(=O)(=O)c1ccccc1Cl)NC1CCCCCC1` gave CDK5 inh 0.3, E coli growth -2.8, HTR5A ag ctr 0, DAGLB inhibitor 0, SUMO Mot1 rescue 21, HTR5A inv ag 0, phage Ecoli inh 2.1, PKA-R2B activ 5, Tat transport 3, PKA-R1A activ 9 and AddAB inh 0.3.
Screening Cn1c(NC(=O)c2cccs2)c(-c2cccs2)c(=O)c2ccccc21 returned CDK5 inh 0.9, E coli growth -0.8, HTR5A ag ctr -2, DAGLB inhibitor 1, SUMO Mot1 rescue 0, HTR5A inv ag 12, phage Ecoli inh 3.7, PKA-R2B activ 10, Tat transport -8, PKA-R1A activ 1 and AddAB inh -0.2.
For O=S(=O)(c1ccc(F)cc1)N1CCN(Cc2ccccn2)CC1 the results were CDK5 inh 0.7, E coli growth -0.1, HTR5A ag ctr -2, DAGLB inhibitor 0, SUMO Mot1 rescue 268, HTR5A inv ag 5, phage Ecoli inh 1.2, PKA-R2B activ -7, Tat transport 5, PKA-R1A activ -9 and AddAB inh -0.3.
CC(=O)c1ccc(OC(=O)COc2ccccc2Cl)cc1 was read as CDK5 inh 1.3, E coli growth 0.1, HTR5A ag ctr 0, DAGLB inhibitor -1, SUMO Mot1 rescue -9, HTR5A inv ag 1, phage Ecoli inh 3.2, PKA-R2B activ -5, Tat transport 0, PKA-R1A activ 3 and AddAB inh 0.7.
`CCOC(=O)c1c(C)[nH]c(C(=O)Cn2nnc(-c3ccccc3)n2)c1C` gave CDK5 inh -0.3, E coli growth 0.4, HTR5A ag ctr 3, DAGLB inhibitor -3, SUMO Mot1 rescue 15, HTR5A inv ag 18, phage Ecoli inh 5.2, PKA-R2B activ -1, Tat transport 13, PKA-R1A activ -6 and AddAB inh 1.0.
